Source: PubChem BioAssay
ELG1 repair inh = blocks ELG1-dependent DNA repair in HEK293T cells. HEK293T ELG1-luciferase reporter, luminescence, 16 h; DNA damage induced by 5-fluorouridine. Potency, µM (doses to about 46.1 µM), for inactives: top-dose activity change, negative = inhibition, most hits filed as inhibitors. 2.3% of 330,000 active; further: potency means the concentration at half of the fitted maximal effect; on the % scale 0 is the no-effect control and ±100 the full control effect; nearly all actives have a fitted effect of over 55% in size
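Cells (2,000 per well) received 5-fluorouridine plus test compound or DMSO and were incubated 16 hr at 37 °C, 5% CO2. Luciferase activity was read by luminescence 30 min after ONE-Glo addition; signal suppression marked inhibition of damage-induced ELG1 function.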
VP16 counter = counter-screen for ROR gamma inhibitors: Gal4-VP16 reporter. Drosophila S2 Gal4-VP16 UAS-luciferase, luminescence, 20 h. Potency, µM (doses to about 53.6 µM), for inactives: top-dose activity, negative = inhibition, actives largely listed as inhibitors. 3.5% of 310,000 active;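 further: Gal4-VP16 expression switched on by copper sulfate through the metallothionein promoter; potency means the concentration at half of the fitted maximal effect; on the % scale 0 is the no-effect control and ±100 the full control effect; nearly all actives have a fitted effect of over 50% in size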
Mito fusion yeast = inhibitors of mitochondrial division or activators of mitochondrial fusion | 0.23% of 320,000 active | Potency, µM (top dose mostly 46.1 µM), for the others: at the top dose growth rescue (activation), hits mostly activators | S. cerevisiae fusion-defective mutant growth rescue, CellTiterGlo 48 h | AID 485298;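 further: potency means the concentration at half of the fitted maximal effect; % of control where 0% means no effect; nearly all actives have a fitted effect of over 45% in size; temperature-sensitive fusion mutants such as fzo1-1 at 37 °C on non-fermentable ethanol glycerol medium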
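Yeast fusion mutant, YPEG (non-fermentable carbon), compound, 48 h at 37C non-permissive; CellTiterGlo added, 10 min RT, luminescence read. Rescued growth = division inhibition.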
KCNH2 3.1 block = inhibitors of human KCNH2 3.1 potassium channel isoform | 0.95% of 340,000 active | activity change, % (tested at about 1.8 µM) | U2OS KCNH2 3.1, thallium flux FluxOr; stronger effect = lower value | AID 720553;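 active means maximum activity change below -70%; inconclusive means maximum activity change from -70% to -50%; inactive means maximum activity change above -50%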;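 further: thallium influx rate constant from kinetic fluorescence after stimulation buffer; on the % scale 0 is the no-effect control and ±100 the full control effect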
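Thallium flux via FluxOr fluorescence (Red40 quencher, 45 min loading) in U2OS cells virally expressing the KCNH2 3.1 isoform (1.77 x 10^8 /mL virus, overnight at 37 C). Rate constants from 2-min kinetic reads post-stimulation, normalised to positive and negative controls.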
FLuc counter = firefly luciferase modulation, counter-screen for miR-21 project; 6.9% of 360,000 active; purified FLuc, Km substrates, luminescence inhibition; Potency, µM (series often up to 57.5 µM), inactives show at the highest dose activity change, negative = inhibition, hits mostly inhibitors; AID 588342; P08659;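 further: potency means the concentration at half of the fitted maximal effect; plate controls were vehicle for no effect and reference inhibitor for full effect; nearly all actives have a fitted effect of over 55% in size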
Target sequence (P08659 whole entry, looked up): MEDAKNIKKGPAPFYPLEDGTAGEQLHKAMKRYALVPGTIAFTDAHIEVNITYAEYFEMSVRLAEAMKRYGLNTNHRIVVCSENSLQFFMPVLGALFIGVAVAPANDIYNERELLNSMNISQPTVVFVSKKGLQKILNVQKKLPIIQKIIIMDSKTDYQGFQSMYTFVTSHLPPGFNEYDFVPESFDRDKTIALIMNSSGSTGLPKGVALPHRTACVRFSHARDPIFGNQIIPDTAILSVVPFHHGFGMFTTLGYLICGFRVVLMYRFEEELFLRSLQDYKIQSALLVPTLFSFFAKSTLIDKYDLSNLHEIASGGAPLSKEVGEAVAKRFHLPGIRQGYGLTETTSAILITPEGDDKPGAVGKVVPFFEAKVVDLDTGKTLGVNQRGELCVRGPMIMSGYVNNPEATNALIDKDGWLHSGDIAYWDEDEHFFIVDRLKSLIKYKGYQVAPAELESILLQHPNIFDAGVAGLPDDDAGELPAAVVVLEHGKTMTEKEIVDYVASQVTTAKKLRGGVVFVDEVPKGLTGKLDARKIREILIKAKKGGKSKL
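Purified P. pyralis luciferase, 10 nM final, with Km-level 10 uM D-luciferin and 10 uM ATP in 50 mM Tris acetate pH 7.5, 10 mM Mg acetate, 0.01% Tween-20, 0.05% BSA; 6-point qHTS titration about 60 µM downward; luminescence read.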
Menin MLL FP TR = inhibitors of human menin-MLL interaction, mutant MLL peptide; Potency, µM (series often up to 61.6 µM), for inactives: at the highest dose FP activity change, negative = inhibition, most hits filed as inhibitors; 0.23% of 270,000 active; O00255; AID 1768; Menin + Texas Red MLL mutant peptide, fluorescence polarization; active means well fitted inhibition curve with a large enough effect in the polarisation, with a control signal flat, not every such curve was filed as active; inconclusive means small, poorly fitted or top-dose-only effect, or effect the other way, or a change in a side signal; inactive means no such curve, though single readings can be large or run the other way; the % refers to the polarisation; further: potency means the concentration at half of the fitted maximal effect; % of control where 0% means no effect; many of its hits are not listed in these tables
PKM2 act = activators of human pyruvate kinase M2; P14618; purified PKM2, Kinase-Glo ATP luminescence, activation; response scale: 0% is enzyme alone, no compound; Potency, µM (highest dose often 57.5 µM), inactives show top-dose activation, hits mostly activators; 0.34% of 260,000 active; AID 1631; further: potency means the concentration at half of the fitted maximal effect; on the % scale 0 is the no-effect control and ±100 the full control effect; nearly all actives have a fitted effect of over 55% in size
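Purified hPK-M2 (>95% pure) converted ADP (0.1 mM final) to ATP with 0.5 mM PEP in 50 mM imidazole pH7.2, KCl, MgCl2, Tween 20, BSA; 1 h at room temperature. ATP detected by Kinase-Glo luminescence.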
Rab9 prom act = Rab9 promoter activation; Potency, µM (doses to about 9.22 µM), for the others: at the highest dose activation, negative = inhibition, usual class: activators; 2.8% of 320,000 active; Huh7 Rab9 promoter-luciferase reporter, luminescence, 24 h; further: potency means the concentration at half of the fitted maximal effect; % of control where 0% means no effect; nearly all actives have a fitted effect of over 60% in size
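Luciferase signal after 10 min detection reagent at ambient indicates Rab9 promoter upregulation; stably transfected Huh7 cells were treated 24 h with compound in DMSO at 37 °C, 5% CO2.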
MBNL1-CUG inh = MBNL1-poly(CUG) RNA binding inhibition; Q9NR56; TR-FRET MBNL1-His/biotin-(CUG)12 binding, 665/545 ratio; Potency, µM (titrated, usually from 57.5 µM), inactives show top-dose activity change, negative = inhibition, most hits filed as inhibitors; 0.036% of 280,000 active; AID 2675; active means well fitted inhibition curve with a large enough effect in the signal ratio, with a control signal flat, not every such curve was filed as active; inconclusive means small, poorly fitted or top-dose-only effect, or effect the other way, or a change in a side signal; inactive means no such curve, though single readings can be large or run the other way; the % refers to the signal ratio; further: potency means the concentration at half of the fitted maximal effect; on the % scale 0 is the no-effect control and ±100 the full control effect
Target sequence (Q9NR56 whole entry, looked up): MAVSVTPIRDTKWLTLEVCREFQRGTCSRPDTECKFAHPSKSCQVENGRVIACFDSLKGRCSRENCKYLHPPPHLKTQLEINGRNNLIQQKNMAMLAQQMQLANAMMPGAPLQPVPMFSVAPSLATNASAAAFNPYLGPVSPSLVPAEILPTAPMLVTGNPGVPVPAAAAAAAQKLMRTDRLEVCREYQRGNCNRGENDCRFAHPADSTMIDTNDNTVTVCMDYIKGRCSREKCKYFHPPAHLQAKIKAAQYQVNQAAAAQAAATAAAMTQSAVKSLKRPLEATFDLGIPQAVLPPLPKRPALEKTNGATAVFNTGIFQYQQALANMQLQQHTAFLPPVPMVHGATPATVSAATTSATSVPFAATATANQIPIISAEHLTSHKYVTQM
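Ratiometric TR-FRET (665 over 545 nm, excitation 340 nm) tracks disruption of MBNL1-His/biotin-(CUG)12 complex after 60 min at room temperature, with compounds at 92 nM to 58 uM final.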
NPC1 prom act = NPC1 promoter activation | Huh7 NPC1 promoter luciferase reporter, 24 h | Potency, µM (titrated, usually from 9.22 µM), for inactives: at the top dose activation, most hits filed as activators | 2.4% of 320,000 active | AID 485313;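 further: potency means the concentration at half of the fitted maximal effect; % of control where 0% means no effect; nearly all actives have a fitted effect of over 60% in size; reporter is driven by a mutant NPC1 promoter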
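Compounds in DMSO were transferred onto Huh7 NPC1-luciferase reporter cells pre-incubated 2 h; after 24 h at 37 °C, Amplite reagent was dispensed and luminescence recorded 10 min later.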
RORg inh = inhibitors of mouse ROR gamma transcriptional activity. 5.4% of 310,000 active. Drosophila S2 Gal4-RORgamma UAS-luciferase reporter, 20 h. P51450. Potency, µM (highest dose often 53.6 µM), inactives show at the highest dose activity change, negative = inhibition, actives largely listed as inhibitors; further: potency means the concentration at half of the fitted maximal effect; on the % scale 0 is the no-effect control and ±100 the full control effect; nearly all actives have a fitted effect of over 60% in size
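Schneider cells (Drosophila), stable Gal4 DBD–ROR gamma + UAS-luc; 1 hr cmpd preincubation; Cu2+ induction 700 uM final; 20 hr ambient; luminescence.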
The depositor's hits bear a star; ? = inconclusive; / = no result given; & = joins results of further samples; [ ] = remark or other dose. Unless noted, the call rests on the fitted dose curve; in most records, active means well fitted curve in the direction sought with a large enough effect; inconclusive means small, poorly fitted or top-dose-only effect, or another doubt; inactive means no such curve, though single readings can be large; an effect the other way counts as inactive or inconclusive. A portion of the library; rates above refer to the full screens.

SMILES | ELG1 repair inh | VP16 counter | Mito fusion yeast | KCNH2 3.1 block | FLuc counter | Menin MLL FP TR | PKM2 act | Rab9 prom act | MBNL1-CUG inh | NPC1 prom act | RORg inh
Cc1cccc(NC(=O)[C@@H](NC(=O)N2C[C@H]3C[C@@H](C2)c2cccc(=O)n2C3)C(C)C)c1 | 8% | -13% | 1% | 9 | -2% | 9% | 1% | 4% | 0% | -2% | -11%
COc1ccccc1-n1c(/C=C/c2ccc(O)cc2)nc2ccccc2c1=O | ? | -9% | 25% | -16 | -9% | 71%[activator] | 5% | -6% | 13% | 1% | 23%
CNCCc1ccc(OC)c(OC)c1 | 5% | -1% | 22% | 13 | 2% | / | 2% | -1% | 0% | -1% | 0%
Cc1nn(Cc2ccccc2Cl)c(Cl)c1C(=O)O | -4% | 0% | 3% | -3 | -18% | 1% | 3% | 8% | / | -1% | -4%
CCn1cc(CN(C)S(=O)(=O)c2ccc3ccccc3c2)c(C)n1 | -12% | ? | 3% | -2 | 5% | 1% | 5% | -31%[inhibitor] | -2% | -14% | ?
CCCCN1CC(O)=C(c2nc3ccccc3s2)C1=N | -12% | 17% | 0% | -8 | ? | 13% | 0% | ? | 28% | ? | 35%
CN(C)Cc1c[nH]c2ccccc12 | 6% | 11% | -5% | -1 | -1% | 6%&5%[24.8 µM] | / | 7% | / | 0% | -17%
COc1cc(-n2c(=S)[nH]c3ccc(C)cc3c2=O)c(Cl)cc1Cl | 16µM* | 5.6µM* | -1% | 1 | -15% | -14% | -2% | 8% | / | -4% | 2.5µM*
O=C(c1cccs1)N1C2CCC1CC(O)(c1cccnc1)C2 (stereo not given) | 15% | -8% | 3% | -1 | 3% | 3% | 5% | 6% | -4% | -6% | ?
CCN(CC)CCNCC(=O)Nc1ccc(Cl)cc1C(=O)c1ccccc1 | -10% | 1% | -8% | -95* | -2% | -12% | 6% | -3% | 1% | 1% | 26%
O=c1[nH]c(O)c(C=Nc2cccc(F)c2)c(=O)[nH]1 | 0% | -7% | 2% | -4 | 0% | 16% | / | -6% | 0% | -4% | -17%
CCC(=O)N1CC(=O)Nc2ccc(F)cc2C1c1ccccc1 (stereo not given) | 8% | -3% | -2% | -25 | 4% | 4% | -1% | 0% | 6% | 1% | 17%

In another format: results already given
O=C(c1cccs1)N1C2CCC1CC(O)(c1cccnc1)C2 (stereo not given)
  ELG1 repair inh: 15%	VP16 counter: -8%	Mito fusion yeast: 3%	KCNH2 3.1 block: -1	FLuc counter: 3%	Menin MLL FP TR: 3%	PKM2 act: 5%	Rab9 prom act: 6%	MBNL1-CUG inh: -4%	NPC1 prom act: -6%	RORg inh: ?

Cc1nn(Cc2ccccc2Cl)c(Cl)c1C(=O)O
  ELG1 repair inh: -4%	VP16 counter: 0%	Mito fusion yeast: 3%	KCNH2 3.1 block: -3	FLuc counter: -18%	Menin MLL FP TR: 1%	PKM2 act: 3%	Rab9 prom act: 8%	MBNL1-CUG inh: /	NPC1 prom act: -1%	RORg inh: -4%

COc1cc(-n2c(=S)[nH]c3ccc(C)cc3c2=O)c(Cl)cc1Cl
  ELG1 repair inh: 16µM*	VP16 counter: 5.6µM*	Mito fusion yeast: -1%	KCNH2 3.1 block: 1	FLuc counter: -15%	Menin MLL FP TR: -14%	PKM2 act: -2%	Rab9 prom act: 8%	MBNL1-CUG inh: /	NPC1 prom act: -4%	RORg inh: 2.5µM*

More compounds follow.
SMILES | ELG1 repair inh | VP16 counter | Mito fusion yeast | KCNH2 3.1 block | FLuc counter | Menin MLL FP TR | PKM2 act | Rab9 prom act | MBNL1-CUG inh | NPC1 prom act | RORg inh
COc1c(C=C2C(=O)NC(=O)NC2=O)c(CCN(C)C(=O)c2ccccc2)cc2c1OCO2 | 4% | 0% | 4% | -3 | ? | -14% | 0% | -9% | 3% | 5% | -19%
CN1CCN(c2ccc([N+](=O)[O-])c(NCC3CCCO3)c2)CC1 (stereo not given) | 6% | -18% | 1% | 13 | 4% | -10% | 1% | -2% | 86%[activator] | -1% | 2%
O=C1NC(=S)NC(=O)C1=Cc1cccn1-c1ccc(O)cc1 | ? | 8.9µM* | -5% | 7 | ? | ? | ? | 3% | ? | -2% | 2.8µM*
COc1ccc(/C=C/C(=O)c2c(O)n(CCC3=CCCCC3)c(=O)[nH]c2=O)cc1OC | -8% | -1% | -7% | -14 | ? | / | 0% | -5% | 47%[activator] | -1% | -5%
COc1ccc(OC)c(C(c2c(O)c3ccccc3oc2=O)c2c(C)n(C)n(-c3ccccc3)c2=O)c1 (stereo not given) | 0% | 6% | 2% | 6 | ? | 18% | 2% | -6% | -4% | -4% | 0%
O=c1[nH]c(=S)[nH]c(O)c1N=Nc1ccc2c(c1)OCO2 | ? | ? | -3% | -2 | 4.8µM* | 21% | / | 2.8µM* | ? | ? | 13%
COc1cccc(O)c1CN1CCCC(C(=O)c2sccc2C)C1 (stereo not given) | ? | -2% | 1% | 14 | 1% | -8% | 0% | -11% | -12% | -12% | 1%
OCC(CBr)(CBr)CBr | ? | 8% | -13% | -5 | -13% | / | / | -7% | / | -2% | 28%
Cc1noc(C(=O)Nc2sc3c(c2C#N)CCC3)c1Cl | 6% | -2% | 10% | 4 | 15µM* | ? | -6% | 15% | -3% | 27% | -3%
O=C(c1cc(-c2ccccc2)on1)N1CCC2(CC1)OCCO2 | ? | 0% | 3% | / | 15µM* | 4% | -18% | 4µM* | -1% | ? | -9%
CN(C(=O)c1ccc(Cl)nc1)C1(c2ccccc2Cl)CCCCC1=O (stereo not given) | -3% | 1% | 0% | 1 | 3% | ? | 1% | 2% | -2% | -7% | -12%
O=C1CN(C(=O)CN2CCCCC2)C(c2ccccc2)c2cc(Br)ccc2N1 (stereo not given) | 14% | 6% | -7% | -28 | -1% | -15% | -5% | -7%[1.84 µM] | 5% | -3% | 11%
CC1CCC(C(C)C)C(OC(=O)Cn2c(COc3ccccc3)[n+](C)c3ccccc32)C1 (stereo not given) | ? | -13% | -7% | 3 | -1% | / | 11% | -4% | -7% | -6% | -3%
C(=N\NC1=NCCCCC1)/c1c[nH]c2ccccc12 | 4% | 2% | 7% | 11 | ? | / | 0% | -3% | -2% | 0% | 17%
CCCCCc1nc2ccccc2c(=O)n1-c1ccccc1[N+](=O)[O-] | 5% | 11% | 21% | 6 | 3% | -10% | -1% | -14% | 7% | -4% | 37%
Cc1ncc(CN2CCCC(C(=O)c3cccc(Cl)c3)C2)s1 (stereo not given) | 10% | -5% | 2% | 1 | 5% | -2% | -5% | -7% | -8% | 2% | 14%
N#CC(C#N)=NNc1ccc(S(=O)(=O)N2CCCC2)cc1 | -27% | ? | -2% | -16 | -13% | ? | ? | -5% | ? | 0% | ?
CCOC(=O)c1nc2ccccc2c(=O)n1-c1cccc(C)c1 | -1% | 13% | 11% | -6 | -6% | / | -2% | 1% | -15% | 1% | 1%
COc1ccc(C(CC(=O)N2CCC3(CC2)OCCO3)NS(=O)(=O)c2ccc(F)cc2)cc1 (stereo not given) | -13% | 3% | 1% | 0 | -1% | 0% | -4% | 3.5µM* | -3% | -6% | -6%
COc1cc2c(cc1OC)C(c1c(O)n(CCc3ccccc3)c(=S)[nH]c1=O)NCC2 (stereo not given) | -4% | -6% | 9% | -20 | -1% | / | 0% | -10% | 18% | -2% | 2%
O=C1OC(=O)C2C3CCC(O3)C12 (stereo not given) | ? | -1%&6% | 4%&-2% | / | 0% | -2% | / | -30%[inhibitor][46.1 µM] | / | -29%[46.1 µM] | 2%&-18%
CC(=O)O[C@H]1[C@H]2O[C@]23[C@@H]2CC[C@]4(O)C[C@@H](O)CC[C@]4(C)C2CC[C@]3(C)[C@H]1c1ccc(=O)oc1 (stereo not given in full) | ? | / | 2% | 2 | 4% | / | / | -50%[inhibitor] | / | -43%[inhibitor] | /
c1cncc(CNCCc2c[nH]c3ccccc23)c1 | 13% | -5% | 3% | 11 | 1% | 12% | -3% | -3% | -10% | 2% | -4%
